Bioassay records deposited in PubChem BioAssay by National Center for Advancing Translational Sciences (NCATS).
GoLoco inh red = RGS12 GoLoco-Gai1 interaction inhibition. P63096. Gai1:RGS12 GoLoco peptide FP, rhodamine, 10 min. Potency, µM (titrated, usually from 61.6 µM), inactives show at the highest dose activity, negative = inhibition, most hits filed as inhibitors. actives 0.44% (n = 230,000). AID 880; active means well fitted inhibition curve with a large enough effect, not every such curve was filed as active; inactive means no such curve, though single readings can be large or run the other way; further: on the % scale 0 is the no-effect control and ±100 the full control effect; nearly all actives have a fitted effect of over 30% in size; many of its hits are not listed in these tables
KDM4E inh = blocks human JMJD2E demethylase activity; B2RXH2; JMJD2E catalytic domain, FDH-coupled NADH fluorescence (FDH is formaldehyde dehydrogenase); AID 2147; actives 1.6% (n = 230,000); Potency, µM (highest dose often 57.1 µM), without a hit: at the highest dose activity change, negative = inhibition, actives largely listed as inhibitors; active means well fitted inhibition curve with a large enough effect, not every such curve was filed as active; inconclusive means small, poorly fitted or top-dose-only effect, or another doubt; inactive means no such curve, though single readings can be large or run the other way;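 further: 0% = wells with enzyme and -100% = buffer wells without enzyme; nearly all actives have a fitted effect of over 50% in size; many of its hits are not listed in these tables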
Target sequence (B2RXH2 1-337 limits assumed): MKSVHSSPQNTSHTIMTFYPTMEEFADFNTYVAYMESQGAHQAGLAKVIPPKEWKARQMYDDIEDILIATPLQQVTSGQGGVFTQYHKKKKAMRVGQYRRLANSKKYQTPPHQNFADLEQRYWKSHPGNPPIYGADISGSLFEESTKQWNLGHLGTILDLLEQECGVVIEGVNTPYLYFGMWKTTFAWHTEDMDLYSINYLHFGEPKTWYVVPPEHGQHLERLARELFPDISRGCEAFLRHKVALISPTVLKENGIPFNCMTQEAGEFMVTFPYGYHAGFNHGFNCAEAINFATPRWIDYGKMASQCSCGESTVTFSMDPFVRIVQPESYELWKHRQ
SMN2 splice up = increases expression of the SMN2 splice variant | HEK293 SMN2-luciferase splicing reporter, luminescence, 30-36 h | Potency, µM (series often up to 46.1 µM), for the others: at the highest dose activity change, positive = activation, most hits filed as activators | actives 2.8% (n = 210,000); further: % of control where 0% means no effect; nearly all actives have a fitted effect of over 55% in size
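qHTS luciferase splicing reporter: luminescence rises when SMN2 exon 7 is included in transfected HEK293 cells. Compound exposure lasted 30-36 h at 37C, with 4.5 mM final sodium butyrate as control, followed by a ONE-Glo read.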
RECQ1 inh = blocks DNA unwinding by human RECQ1; P46063; Potency, µM (series often up to 57.3 µM), for the others: top-dose activity, negative = inhibition, actives largely listed as inhibitors; actives 0.54% (n = 240,000); RECQ1 DNA unwinding, red fluorescence kinetic read; AID 2549;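 further: plate controls were vehicle for no effect and no enzyme for full effect; nearly all actives have a fitted effect of over 30% in size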
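RECQ1T1 50 nM; forked duplex (20 bp + 30-nt ss tails) 200 nM, ATP 2 mM final; pH 8.0, 2 mM MgCl2, 2.5 ug/ml poly(dI-dC); 15 min compound preincubation; discontinuous kinetic read over 2 h at RT.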
Lamin A splicing = changes lamin A minigene splicing in HeLa cells | HeLa LMNA splicing GFP/RFP minigene ratio, 48 h | Potency, µM (highest dose often 46.1 µM), inactives show top-dose ratio change, negative = inhibition, hits mostly inhibitors | actives 0.01% (n = 200,000) | AID 1487; active means well fitted inhibition curve with a large enough effect in the signal ratio, with a control signal flat, not every such curve was filed as active; inconclusive means small, poorly fitted or top-dose-only effect, or effect the other way, or a change in a side signal; the % refers to the signal ratio; further: on the % scale 0 is the no-effect control and ±100 the full control effect
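Read-out is the ratio of GFP to DsRed2 object intensity, acquired by 488 nm laser-scanning cytometry on HeLa lamin A-EGFP minigene reporter cells. Compound incubation 48 hrs at 37 °C in Opti-MEM with 2% FBS; DMSO 0.5% final.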
TRb-SRC2 inh = TRbeta-SRC2 interaction inhibition | P10828 | TRbeta-SRC2 peptide binding, fluorescence polarization; receptor liganded with 1 µM T3 | Potency, µM (top dose mostly 106 µM), for the others: at the highest dose activity change, negative = inhibition, usual class: inhibitors | actives 0.065% (n = 280,000) | AID 1469;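 further: plate controls were bound peptide for no effect and peptide without receptor for full effect; nearly all actives have a fitted effect of over 50% in size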
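Human TRb ligand-binding domain (0.6 uM) is mixed with 20 nM Texas Red SRC2 peptide and 1 uM T3; after compound addition and 5 hr at ambient temperature, polarization is measured and normalized to unbound and bound controls.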
ALDH1A1 block = ALDH1A1 (human) enzyme inhibition. Purified ALDH1A1, NADH fluorescence, propionaldehyde substrate. actives 7.3% (n = 220,000). P00352. Potency, µM (doses to about 75.3 µM), for the others: at the top dose activity, negative = inhibition, hits mostly inhibitors; active means well fitted inhibition curve with a large enough effect, not every such curve was filed as active; inconclusive means small, poorly fitted or top-dose-only effect, or another doubt; inactive means no such curve, though single readings can be large or run the other way;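 further: plate controls were no enzyme wells and a reference inhibitor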
Target sequence (P00352 whole entry, looked up): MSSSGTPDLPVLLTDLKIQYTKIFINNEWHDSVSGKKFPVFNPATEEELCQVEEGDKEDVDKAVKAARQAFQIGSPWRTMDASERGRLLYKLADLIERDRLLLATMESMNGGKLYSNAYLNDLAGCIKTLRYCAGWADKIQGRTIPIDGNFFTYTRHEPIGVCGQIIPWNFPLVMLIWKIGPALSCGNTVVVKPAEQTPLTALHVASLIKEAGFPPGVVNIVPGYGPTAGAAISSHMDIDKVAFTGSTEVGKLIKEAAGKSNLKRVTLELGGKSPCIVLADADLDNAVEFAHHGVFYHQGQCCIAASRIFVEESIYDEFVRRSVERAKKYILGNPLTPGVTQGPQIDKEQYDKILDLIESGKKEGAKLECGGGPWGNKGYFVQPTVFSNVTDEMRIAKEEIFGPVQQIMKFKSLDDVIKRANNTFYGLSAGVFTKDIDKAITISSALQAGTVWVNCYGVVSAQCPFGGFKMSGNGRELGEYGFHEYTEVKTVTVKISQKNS
TexasRed fluor = counter-screen for TRb-SRC2 inhibitors: fluorescence interference | TRb/SRC2 Texas Red total fluorescence interference | actives 0.29% (n = 280,000) | Potency, µM (highest dose often 106 µM), for inactives: at the highest dose fluorescence change, negative = quenching; active means well fitted curve in either direction with a large enough effect; inconclusive means small, poorly fitted or top-dose-only effect; further: on the % scale 0 is the no-effect control and ±100 the full control effect
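Human TRβ ligand-binding domain (0.6 uM) and Texas Red SRC2 peptide (20 nM) in Tris buffer with 1 uM T3 and 5% DMSO were incubated with pinned compound for 5 hr at ambient temperature. Total fluorescence was computed as S + 2P (555/632 nm).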
Starred values were filed as active, the others as inactive; & = joins results of further samples; [ ] = dose if it differs, or a comment. Unless noted, the call rests on the fitted dose curve; in most records, active means well fitted curve in the direction sought with a large enough effect; inconclusive means small, poorly fitted or top-dose-only effect, or another doubt; inactive means no such curve, though single readings can be large; an effect the other way counts as inactive or inconclusive. Potency means the concentration at half of the fitted maximal effect. An excerpt; the hit share may differ from the screen's.

For CC(C(=O)N=c1sc2ccccc2n1C)N1C(=O)C2CC=CCC2C1=O (stereo not given) the results were GoLoco inh red -3%, KDM4E inh -24%, RECQ1 inh inactive, Lamin A splicing 3%, TRb-SRC2 inh -5%, ALDH1A1 block 7% and TexasRed fluor -6%.
For Cc1ccc(-c2noc(CN(C(=O)c3cccc(Br)c3)C(C)C)n2)cc1 the results were GoLoco inh red -4%, KDM4E inh 3%, SMN2 splice up -8%, RECQ1 inh -12%, Lamin A splicing -11%, TRb-SRC2 inh -4%, ALDH1A1 block 14% and TexasRed fluor -1%.
For CCCn1c(=N)n(CC(O)COc2cccc(C)c2)c2ccccc21 (stereo not given) the results were GoLoco inh red 2%, KDM4E inh 2%, SMN2 splice up -33%[inhibitor], RECQ1 inh -2%, Lamin A splicing 6%, TRb-SRC2 inh 0%, ALDH1A1 block inconclusive and TexasRed fluor -1%.
For CCOC(=O)C(C)Oc1c(Br)cc(C2NC(=O)NC(C)=C2C(C)=O)cc1OCC (stereo not given) the results were GoLoco inh red 11%, KDM4E inh -5%, SMN2 splice up -4%, RECQ1 inh -9%, Lamin A splicing -5%, TRb-SRC2 inh -6%, ALDH1A1 block -8% and TexasRed fluor -6%.
CCCN(C(=O)c1ccccc1N)c1c(C)n(C)n(-c2ccccc2)c1=O was read as GoLoco inh red 1%, KDM4E inh -4%, SMN2 splice up 3%, RECQ1 inh -4%, Lamin A splicing 11%, TRb-SRC2 inh -2%, ALDH1A1 block 2% and TexasRed fluor 1%.
`CC(=O)Nc1c(O)nc(SCc2ccc(Cl)cc2)[nH]c1=O` gave GoLoco inh red 0%, KDM4E inh 5%, SMN2 splice up -1%, RECQ1 inh 7%, Lamin A splicing -8%, TRb-SRC2 inh -3%, ALDH1A1 block 4% and TexasRed fluor 0%.
For NS(=O)(=O)c1ccc(NC(=O)CSc2nnc(-c3cnccn3)n2-c2ccccc2)cc1 the results were GoLoco inh red -7%, KDM4E inh -10%, SMN2 splice up -9%, RECQ1 inh 11%, Lamin A splicing 7%, TRb-SRC2 inh -14%, ALDH1A1 block 6% and TexasRed fluor 1%.
`CC(=O)OC(C#CCN1CCOCC1)c1ccccc1` (stereo not given) gave GoLoco inh red 4%, KDM4E inh -3%, SMN2 splice up -14%, RECQ1 inh inactive, Lamin A splicing 0%, TRb-SRC2 inh 2%, ALDH1A1 block 5% and TexasRed fluor 2%.
O=C(O)[C@@H](O)[C@@H](O)[C@H](O)[C@H](O)CO was read as GoLoco inh red -23%[14.2 µM], SMN2 splice up -7%[9.22 µM], RECQ1 inh -15%, Lamin A splicing inconclusive, TRb-SRC2 inh -1%&8%, ALDH1A1 block 3%[13.5 µM] and TexasRed fluor -1%&0%.
Screening COc1ccc(NC(=O)CSc2nc3c(c(=O)n2-c2ccc(C)cc2)SCC3)c(OC)c1 returned GoLoco inh red 5%, KDM4E inh -1%, RECQ1 inh 1%, Lamin A splicing inconclusive, TRb-SRC2 inh -1%, ALDH1A1 block inconclusive and TexasRed fluor -3%.
Screening O=c1c2c3c(sc2nc(NCCO)n1Cc1ccco1)CCCCC3 returned GoLoco inh red 1%, KDM4E inh 7%, SMN2 splice up 41%, RECQ1 inh 0%, Lamin A splicing -9%, TRb-SRC2 inh 5%, ALDH1A1 block -9% and TexasRed fluor 10%.
O=C(NCCN1C(=O)S/C(=C\c2ccc(Cl)cc2)C1=O)c1ccc(F)c(S(=O)(=O)N2CCOCC2)c1 was read as GoLoco inh red -26%, KDM4E inh 4%, SMN2 splice up 6%, RECQ1 inh -3%, Lamin A splicing 4%, TRb-SRC2 inh -2%, ALDH1A1 block 6% and TexasRed fluor -2%.
Screening CC(C)N1CCN(Cc2ccc3nsnc3c2)CC1CCO (stereo not given) returned GoLoco inh red -11%, KDM4E inh 2%, RECQ1 inh inconclusive, Lamin A splicing inconclusive, TRb-SRC2 inh 4%, ALDH1A1 block 10% and TexasRed fluor 0%.
O=C1CCC([N+](=O)[O-])C(c2cc3c(cc2Br)OCO3)N1 (stereo not given) was read as GoLoco inh red 5%, KDM4E inh 1%, SMN2 splice up 1%, RECQ1 inh -3%, Lamin A splicing 1%, TRb-SRC2 inh -8%, ALDH1A1 block 0% and TexasRed fluor 1%.
For Cc1ccccc1-c1cc(-c2ccccc2O)on1 the results were GoLoco inh red 3%, KDM4E inh 8%, SMN2 splice up 7.1µM*, RECQ1 inh inactive, Lamin A splicing 1%, TRb-SRC2 inh -3%, ALDH1A1 block 5% and TexasRed fluor -1%.
COc1ccc(CNC(=O)C(C)OC(=O)c2cccn2C)cc1 (stereo not given) was read as GoLoco inh red -3%, KDM4E inh 2%, SMN2 splice up -11%, RECQ1 inh inactive, Lamin A splicing 13%, TRb-SRC2 inh -16%, ALDH1A1 block -4% and TexasRed fluor -5%.
Screening CCN1CCN(CCNC(=O)CSCc2nc(-c3ccc(OC)c(OC)c3)oc2C)CC1 returned GoLoco inh red 1%, KDM4E inh inconclusive, RECQ1 inh -4%, Lamin A splicing 14%, TRb-SRC2 inh -4%, ALDH1A1 block inconclusive and TexasRed fluor 0%.
Cc1ccc(/C=N/N=C2/NC(=O)CS2)o1 was read as GoLoco inh red 4%, KDM4E inh -17%, SMN2 splice up 3%, RECQ1 inh 0%, Lamin A splicing 10%[9.22 µM], TRb-SRC2 inh 4%, ALDH1A1 block -7% and TexasRed fluor -3%.
Screening COc1ccc(-n2nc(C(=O)NCc3ccco3)c3c4ccccc4n(C)c3c2=O)cc1 returned GoLoco inh red 4%, KDM4E inh inconclusive, SMN2 splice up 13%, RECQ1 inh 4%, Lamin A splicing -1%, TRb-SRC2 inh -5%, ALDH1A1 block inconclusive and TexasRed fluor -2%.
For O=C(Nc1nc2ccc(F)cc2s1)C1CCN(S(=O)(=O)c2cc([N+](=O)[O-])ccc2Cl)CC1 the results were GoLoco inh red -24%, KDM4E inh -16%, SMN2 splice up -2%[1.84 µM], RECQ1 inh -20%, Lamin A splicing inconclusive, TRb-SRC2 inh 2%, ALDH1A1 block inconclusive and TexasRed fluor -11%.
Screening Cc1nsc(Nc2ccccc2)c1C#N returned GoLoco inh red 3%, KDM4E inh -2%, SMN2 splice up -18%, RECQ1 inh inconclusive, TRb-SRC2 inh 0%, ALDH1A1 block -3% and TexasRed fluor -3%.
C=CCn1cc(/C=N/Nc2nc3ccccc3[nH]2)c2ccccc21 was read as GoLoco inh red -6%, KDM4E inh inconclusive, SMN2 splice up 30%, RECQ1 inh -2%, Lamin A splicing inconclusive, TRb-SRC2 inh -1%, ALDH1A1 block -16% and TexasRed fluor 6%.
CN1CCc2c(sc3c2c(=O)n(-c2ccccc2)c2n[nH]c(=S)n32)C1 was read as GoLoco inh red -4%, KDM4E inh -14%, SMN2 splice up -4%, RECQ1 inh -26%, Lamin A splicing 3%, TRb-SRC2 inh 5%, ALDH1A1 block inconclusive and TexasRed fluor -5%.
Screening CC(/C=C/c1ccco1)=N\NC(=O)CNc1cccc(C)c1 returned GoLoco inh red 4%, KDM4E inh 1%, SMN2 splice up 6%, RECQ1 inh inactive, TRb-SRC2 inh 3%, ALDH1A1 block inconclusive and TexasRed fluor -1%.
Screening O=C(Cc1ccccc1)N/N=C/c1cc2c(cc1Cl)OCO2 returned GoLoco inh red 7%, KDM4E inh 0%, SMN2 splice up -18%, RECQ1 inh -17%, Lamin A splicing inconclusive, TRb-SRC2 inh 3%, ALDH1A1 block inconclusive and TexasRed fluor -10%.
Screening N#C/C(=C\c1ccc(-c2ccc(Br)cc2)o1)C(=O)NCCc1c[nH]c2ccccc12 returned GoLoco inh red 11%, KDM4E inh -3%, SMN2 splice up -19%, RECQ1 inh 1%, Lamin A splicing -4%, TRb-SRC2 inh -1%, ALDH1A1 block 6% and TexasRed fluor -3%.
Screening Cc1cc(C)n(CC(=O)Nc2ccccc2)n1 returned GoLoco inh red 10%, KDM4E inh 2%, SMN2 splice up -7%, RECQ1 inh -4%, Lamin A splicing 4%, TRb-SRC2 inh -5%, ALDH1A1 block 2% and TexasRed fluor 1%.
`COc1ccc(/C=N/NC(=O)c2cc(-c3ccccc3OC(C)C)nc3ccccc23)cc1CN1CCOCC1` gave GoLoco inh red 2%, KDM4E inh inconclusive, SMN2 splice up inconclusive, RECQ1 inh -4%, Lamin A splicing inconclusive, TRb-SRC2 inh 0%, ALDH1A1 block 0% and TexasRed fluor -3%.
Screening Cc1cccc(C)c1NC(=O)Cn1cnc2c(=O)n(C)c(=O)n(C)c21 returned GoLoco inh red 6%, KDM4E inh -5%, SMN2 splice up -22%, RECQ1 inh inactive, Lamin A splicing 9%, TRb-SRC2 inh -3%, ALDH1A1 block 4% and TexasRed fluor -2%.
COc1ccc(-c2noc(CCCC(=O)Nc3ccc(C(N)=O)cc3)n2)cc1 was read as GoLoco inh red 6%, KDM4E inh 2%, SMN2 splice up -25%, RECQ1 inh inactive, Lamin A splicing 6%, TRb-SRC2 inh 8%, ALDH1A1 block 10% and TexasRed fluor 2%.
`CN1CCN(CCNC(=O)c2cc3c(=O)n(C)c4ccccc4c3n2C)CC1` gave GoLoco inh red 8%, KDM4E inh inconclusive, SMN2 splice up -32%[inhibitor], RECQ1 inh 0%, Lamin A splicing -19%, TRb-SRC2 inh -11%, ALDH1A1 block inconclusive and TexasRed fluor -6%.
`Fc1nc(N2CCCC2)c(F)c(Oc2ccccc2Oc2c(F)c(F)nc(N3CCCC3)c2F)c1F` gave GoLoco inh red 3%, KDM4E inh inconclusive, SMN2 splice up 1%, RECQ1 inh -9%, Lamin A splicing -8%, TRb-SRC2 inh 1%, ALDH1A1 block 0% and TexasRed fluor -2%.
